# Bioassay records as filed in PubChem BioAssay.
# hcGAS lum – blocks human cGAS activity | Q8N884 | recombinant h-cGAS, ATP depletion, Kinase-Glo luminescence | inhibition, % at 12.5 µM | 290,000 tested, 0.081% active;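 note: 0% = vehicle reaction and 100% = reaction without DNA for no activity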
# Target sequence (Q8N884 whole entry, looked up): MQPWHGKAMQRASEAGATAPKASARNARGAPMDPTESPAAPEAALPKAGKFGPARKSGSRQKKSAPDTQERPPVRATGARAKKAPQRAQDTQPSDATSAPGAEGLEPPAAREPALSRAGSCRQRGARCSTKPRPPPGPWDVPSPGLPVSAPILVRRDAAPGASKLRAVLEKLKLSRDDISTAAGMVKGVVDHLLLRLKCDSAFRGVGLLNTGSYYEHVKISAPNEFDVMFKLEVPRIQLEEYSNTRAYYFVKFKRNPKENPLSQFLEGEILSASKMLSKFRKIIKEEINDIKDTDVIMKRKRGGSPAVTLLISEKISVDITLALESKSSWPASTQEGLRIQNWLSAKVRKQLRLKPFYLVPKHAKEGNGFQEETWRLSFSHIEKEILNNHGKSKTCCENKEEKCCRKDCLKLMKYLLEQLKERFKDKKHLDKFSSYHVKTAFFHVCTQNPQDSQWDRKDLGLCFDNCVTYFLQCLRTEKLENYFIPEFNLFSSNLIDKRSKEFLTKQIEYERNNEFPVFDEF
# mcGAS lum – blocks mouse cGAS activity; Q8C6L5; recombinant cGAS, Kinase-Glo ATP depletion luminescence; inhibition, % at 12.5 µM; 160,000 tested, 0.15% active;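 note: 0% = negative control wells and 100% = reference inhibitor with no enzyme activity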
# NPYLR7 agonist – mosquito NPYLR7 agonism | HEK293T NPYLR7/Galpha15, GCaMP6s calcium fluorescence | 270,000 tested, 0.15% active | activation, % at 10 µM | AID 1259423; in the data active = activation above about 40%;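 note: 0% = vehicle and 100% = reference agonist at the receptor; some compounds past the cut are filed as inactive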
# An asterisk follows results filed as active; / = not tested or not shown; & = joins results of further samples. Cut-off read from the data, not from the text of the source, unless noted: active = inhibition above about 40%; inactive = the rest.
SMILES,hcGAS lum,mcGAS lum,NPYLR7 agonist
CCc1nc2c(OCc3ccc(F)c(F)c3)cccn2c1N(C)C(=O)C(C)C,0,0,-19
Cc1ccc(-n2cc(CN3CCC[C@H]3C(N)=O)c(-c3cccc(C)c3)n2)cc1,2,/,1
CN(Cc1ccc(N2CCOCC2)cc1)Cn1c(=O)oc2cc(Cl)ccc21,-3,/,4
O=C(CSc1ccc(-c2ccc(-n3cccn3)cc2)nn1)N1CCCCC1,-3,0,-8
C=C(C)C(C)(C)C(=O)N1Cc2cnc(Cc3ccc(OC)cc3)nc2C1,-5,/,6
CCOC(=O)C1CCCN(C(=O)c2coc(CN(Cc3ccc(C(F)(F)F)cc3)Cc3ccc4c(c3)OCO4)n2)C1 (centres undefined),1,-6,20
O=c1c(Cl)c(NC2CCN(Cc3cccc(C(F)(F)F)c3)CC2)cnn1-c1ccccc1,-4,-12,-3
C=CCN1C(=O)/C(=C\c2ccc(OC)cc2OC)SC1=S,-5,-7,0
O=C(Nc1ccc(Oc2ccccc2)nc1)C1CCN(C(=O)c2ccncc2)CC1,-2&-4,/,1&-3
COc1ccccc1CC(=O)N1CCOC(COc2cccc(C(F)(F)F)c2)C1 (centres undefined),-5,-7,-6
O=S(=O)(CCN1CCCC1c1ccc(O)cc1)c1ccc(Cl)cc1 (centres undefined),-8,-14,6
c1ccc(Cn2c(CSc3nc4ccccc4[nH]3)nc3ccccc32)cc1,-5,/,-2
CCCC(=O)NCC1(N2CCN(C)CC2)CCCCC1,1,-2,/
CCCCCN(CC(=O)N1CCc2sccc2C1c1ccc(Cl)cc1Cl)C(=O)c1ccc2c(c1)OCO2 (centres undefined),4,-1,-1
COCCCN(Cc1ccc(OS(C)(=O)=O)cc1)C(=O)Nc1c(C(C)C)cccc1C(C)C,-15,-5,/
C=CCOC(=O)C1=C(C)N(CC)C(=O)NC1c1ccc(Br)cc1 (centres undefined),-1,0,-3
NCC1CCN(c2nc(Cc3ccccc3)ns2)CC1,-2,/,9
COCC[C@]1(O)CCN(Cc2cc(C(C)C)ccc2OC)C[C@H]1C,-6,-3,/
CN1N=C(c2ccc(Cl)cc2)CSC1=NCc1ccccc1,-8,/,-1
O=C(Cc1cccs1)N1CCc2ccccc2C1c1ccccc1F (centres undefined),-10,-11,2

# Molecules from the list above containing a thiophene ring, fused or not:
SMILES,hcGAS lum,mcGAS lum,NPYLR7 agonist
CCCCCN(CC(=O)N1CCc2sccc2C1c1ccc(Cl)cc1Cl)C(=O)c1ccc2c(c1)OCO2 (centres undefined),4,-1,-1
O=C(Cc1cccs1)N1CCc2ccccc2C1c1ccccc1F (centres undefined),-10,-11,2

# Following part
SMILES,hcGAS lum,mcGAS lum,NPYLR7 agonist
Cc1ccccc1C(=O)N1C(C(=O)NC(C)c2ccccc2)COC12CCN(C(=O)c1ccc(Cl)cc1)CC2 (centres undefined),-3,-4,-2
O=C(CN1C(=O)NC2(CCCc3sccc32)C1=O)N1CCN(C(=O)c2ccco2)CC1 (centres undefined),1,/,-5
CCOc1ccc(Oc2ccc(NC(=O)c3ccc(C)s3)cc2)cc1,-6,/,0
O=C(CCn1c(=O)oc2ccccc21)OCCCn1c(=O)[nH]c2ccccc21,-8,/,2
CCCCC(=O)N(C)c1c(C)nc2ccc(C(=O)NCCN3CCCC3)cn12,-7,-3,6
COc1cc(Cn2nc(C)cc2C)ccc1SC,-7,/,9
CCC(C(=O)Nc1cc(C)on1)N1CCN(c2ccccc2)CC1 (centres undefined),-3,-7,7
Cc1ccccc1Cn1cccc1CN(CCC(C)C)Cc1ccccc1C#N,0,0,/
CCc1ccc(C(=O)N2C(C(=O)NCc3ccc4c(c3)OCO4)COC23CCCCC3)cc1 (centres undefined),-4,-8,10
CCCCCCc1ccc(C(=O)Nc2ccc(N3CCN(Cc4ccccc4)CC3)c(C(=O)NCCN3CCOCC3)c2)cc1,-2,-6,11
CCOC(=O)c1c(C)[nH]c(C(=O)C(C)OC(=O)C2(CC(=O)NC(C)(C)C)CCCC2)c1C (centres undefined),-3,/,-4
C=CCn1c(-c2ccccc2)csc1=Nc1cccc([N+](=O)[O-])c1,-7,-6,26
O=C(OCCO)c1cc(-c2ccccc2Cl)nc2ccccc12,28,/,-4
CN1CC2(CCCN(C(=O)c3csc4c3CCCC4)CC2)OC1=O (centres undefined),0,/,6
CC1OC(C)C2Cc3ccccc3C2O1 (centres undefined),-14,-7,3
CCn1ncc(CN2CCC(N3CC(F)(F)C[C@H]3CO)CC2)c1C,-8,-5,/
O=c1c(Cl)c(Cl)cnn1CCOc1ccccc1,0,/,2
CCCCNC(=O)c1ccc2nc(C)c(N(C)C(=O)C(CC)CC)n2c1,-1,-2,1
O=C(O)C1C2CCC(C2)C1C(=O)Nc1nccs1 (centres undefined),-9,/,3
Cc1cccc(NC(=O)N2CCC3(CC2)C(=O)N(CC(=O)N2CCOCC2)CN3c2ccccc2)c1,-4,-3,4

# One compound at a time, as listed above. Order of values: hcGAS lum	mcGAS lum	NPYLR7 agonist
# Record of O=c1c(Cl)c(Cl)cnn1CCOc1ccccc1 → 0	/	2
# Record of CCCCNC(=O)c1ccc2nc(C)c(N(C)C(=O)C(CC)CC)n2c1 → -1	-2	1
# Record of CCCCCCc1ccc(C(=O)Nc2ccc(N3CCN(Cc4ccccc4)CC3)c(C(=O)NCCN3CCOCC3)c2)cc1 → -2	-6	11
# Record of Cc1ccccc1Cn1cccc1CN(CCC(C)C)Cc1ccccc1C#N → 0	0	/
# Record of Cc1cccc(NC(=O)N2CCC3(CC2)C(=O)N(CC(=O)N2CCOCC2)CN3c2ccccc2)c1 → -4	-3	4

# (cont.)
SMILES,hcGAS lum,mcGAS lum,NPYLR7 agonist
O=C(Cc1ccc(N2CCNC2=O)cc1)N1CCOC(Cc2ccccc2)C1 (centres undefined),-3,-6,3
Cc1nn(-c2ccc(F)cc2)c(C)c1CNC(=O)c1cn(CC2CCCCC2)nn1,-3,-9,/
Cc1ccccc1NC(=O)CN1C(=O)NC2(CCOc3ccccc32)C1=O (centres undefined),2,-2,-9
Cc1cccc(CN(C(=O)C2CCCC2)c2ccc(CC(=O)O)cc2)c1,0,/,3
CC(C)N(C)CC1CN(C(=O)c2cccs2)CC1c1cccc(F)c1 (centres undefined),-7,/,3
COc1ncccc1NC(=O)N(C)C1CCC(c2ccccc2)CC1 (centres undefined),-18,/,1
COC(=O)[C@@H](NC1CCN(c2ccc(NC(=O)c3ccc(C)cc3C)cc2)CC1)C(C)C,-9,-13,3
CCCCS(=O)(=O)N1CCCN(c2nc(CCC(C)C)nc3c2cnn3-c2cccc(Cl)c2)CC1,-1,-4,10
Cn1nc(CC2CCN(C(=O)Cn3cncn3)CC2)n(-c2ccccc2)c1=O,-1,/,4
CCn1c2ccccc2c2cc(NC(=O)Cn3c4ccccc4c(=O)c4ccccc43)ccc21,-1,/,-6
CC(NC(=O)Cc1ccccn1)c1cnn(-c2ccccc2F)c1 (centres undefined),-7,-18,23
COCc1nc(N(C)Cc2ccc3nonc3c2)c2cnn(C)c2n1,-5,/,4
COc1cc(C)ccc1S(=O)(=O)Nc1ccccc1C(=O)NCc1ccc(Cl)cc1,6,-1,2
Cc1noc(C)c1C=CC(=O)O,-7,/,3
Cc1ccccc1-n1c(SCc2ccc(C(=O)NCC(C)C)cc2)nnc1-c1ccccc1Cl,-13,-4,15
CCN(Cc1nc(COC)no1)Cc1ccnc2ccccc12,-5,/,-8
O=C(CN1CCc2onc(-c3ccccc3F)c2C1)NCc1ccccn1,-5,/,19
CC(=O)N(c1nc(C=C2N=C(c3cccc(Cl)c3)OC2=O)cs1)c1ccccc1F,-6,/,4
CCCCNC(=O)N1CCC2(CC1)N=CC1(CCCCC1)S2,-6,/,22
Cc1c(CN2CCOc3ccc(C(O)C(c4ccccc4)c4ccccc4)cc3C2)cnn1C (centres undefined),-4,-10,17
COc1cc(N[C@H]2[C@H]3CCO[C@H]3[C@@H]2N(C)C)nc(OC)n1,12,2,/
CSc1sc(C(=O)O)c(Cl)c1S(=O)(=O)C(C)C,3,-2,2
Cc1ccc(-c2cc(C(F)(F)F)n3ncc(C(=O)NCCc4c[nH]c5ccccc45)c3n2)cc1,-4,-4,-10
Cc1ccc(-n2nnnc2SCc2cn3ccccc3n2)cc1,-16,-4,9
COCCN(CC(=O)N(CCc1ccccc1)Cc1ccco1)C(=O)c1ccc(Cl)c([N+](=O)[O-])c1,-1,-3,-4
O=C1CC(C(=O)N2CCC3(CC2)OCCCO3)CN1Cc1cccs1 (centres undefined),-4,/,5
Cc1cc(-c2nn3c(CN4CCOCC4)nnc3s2)no1,-1,/,10
CCOc1ccccc1-c1cncc(NC)n1,7,/,1
S=C(NCCc1ccccc1)NC1CCSc2ccccc21 (centres undefined),-6,-6,4
COc1ccccc1OC1CN(C(=O)C=C(C)C)C1,-3,/,3
CO[C@H]1CN(c2nccc(CCC(F)(F)F)n2)CC[C@H]1N,-9,/,23
CC(C)OCCN1CC2COCC(C1)C2NC(=O)c1cccc(Cl)c1 (centres undefined),-8,/,28
COCCCNCC(=O)N(Cc1ccc(F)cc1)Cc1sccc1C,-3,/,3
Cc1c(Cl)ccc(S(=O)(=O)NCCCN2CCOCC2)c1Cl,-10,-6,14
N#Cc1cccc(C(=O)N2CCOC(COCc3ccc(F)cc3Cl)C2)c1 (centres undefined),-2,/,20
O=C(Cn1cnc2sccc2c1=O)N1CCN(C(=O)c2cccs2)CC1,-4,/,4
COc1cccc(NC(=O)O[C@@H]2CC[C@]3(C)C(CC[C@@H](O)[C@H]3CC(=O)NCc3ccc4c(c3)OCO4)[C@]2(C)CO)c1 (some centres undefined),-6,-8,-6
COC(=O)CC1CSCCN1C(=O)CCc1ccco1 (centres undefined),-15,/,9
Cc1ccccc1Oc1cc(N2CCN(C(=O)C(C)Cl)C(C)C2)ncn1 (centres undefined),-7,-7,-8
Nc1nc(SCC(=O)Nc2ccccc2F)[nH]c(=O)c1NC(=O)c1ccc(F)cc1,0,-2,-5

# Some entries already given, limited to NPYLR7 agonist:
mol | NPYLR7 agonist
CCOc1ccccc1-c1cncc(NC)n1 | 1
Nc1nc(SCC(=O)Nc2ccccc2F)[nH]c(=O)c1NC(=O)c1ccc(F)cc1 | -5
Cc1ccccc1Oc1cc(N2CCN(C(=O)C(C)Cl)C(C)C2)ncn1 (centres undefined) | -8
S=C(NCCc1ccccc1)NC1CCSc2ccccc21 (centres undefined) | 4

# By substructure, the entries above containing a cyano group
SMILES,hcGAS lum,mcGAS lum,NPYLR7 agonist
Cc1ccccc1Cn1cccc1CN(CCC(C)C)Cc1ccccc1C#N,0,0,/
N#Cc1cccc(C(=O)N2CCOC(COCc3ccc(F)cc3Cl)C2)c1 (centres undefined),-2,/,20

# Remaining list, next part
SMILES,hcGAS lum,mcGAS lum,NPYLR7 agonist
Cc1sc2ncnc(NCc3nnc4c(Cl)cc(C(F)(F)F)cn34)c2c1C,5,/,-1
O=C(CCC1CCCC1)N1CCc2c([nH]c3ccccc23)C1c1ccc([N+](=O)[O-])c(Cl)c1 (centres undefined),-3,-5,-22
N#CC(=Cc1cccs1)C(=O)Nc1nccs1,-4,/,2
CNC(=O)c1ccc(C2CCCN2S(=O)(=O)NCc2ccccc2)s1 (centres undefined),-5,/,2
COc1cc(C)sc1C(=O)N1CCc2c(cccc2NC(C)=O)C1,-10,-7,13
CCOC(=O)c1cc(-c2cccc(NC(=O)c3cc(C)nn3C)c2)n(-c2ccccc2F)n1,-3,-7,24
Cc1ccc(S(=O)(=O)NCCc2nnc3ccc(SCC(N)=O)nn23)cc1,-4,-6,5
N#Cc1cc2c([nH]c1=S)CCCC2,7&-9,/,1&3
Cc1cc(C)c(C#N)c(Nc2ccccc2Cl)n1,-2,-4,-3
COC(=O)CCC(=O)N1CCCC(CCC(=O)Nc2cc(OC)cc(OC)c2)C1 (centres undefined),-7,/,3
CC(C)C(NS(=O)(=O)c1ccc(Cl)cc1)C(=O)NNC(=O)c1ccco1 (centres undefined),-4,/,1
O=C(NCc1ccccc1F)c1cc2n(n1)CCN(Cc1ccc(Cl)cc1)C2=O,-2,-6,23
Cc1ccccc1-n1c(Cc2ccccc2)nnc1SCc1ccccn1,-2,-5,-1
COc1ccc(Cc2ncc3c(n2)CN(Cc2cc4n(n2)CCNC4)C3)cc1,1,-13,11
CCc1ncc2c(n1)CN(C(=O)c1ccc3c(c1)OCC(=O)N3)C2,-3,/,23
NC(=O)COc1coc(CN2CCN(c3ccccc3)CC2)cc1=O,-5,-8,1
COc1ccc(/C=C2\C=C(c3ccccc3)N(c3ccc(Br)cc3C)C2=O)cc1Br,-4,-6,0
O=S(=O)(c1cccc(C(F)(F)F)c1)N1CCc2nc(-c3ccccc3)nc(N3CCCCC3)c2C1,-3,-3,0
CCCCC(=O)Nc1c(-c2ccc(OC)cc2)nc2cc(C)ccn12,-3,-8,-1
OC(CNCC1CCCCC1)COc1ccccc1 (centres undefined),5,/,0
CCOc1ccc(C(=O)Nc2ccc(-c3nc4cc(C)c(C)cc4o3)cc2)cc1,-1,-2,-2
S=c1n(CN2CCCC2c2ccc3c(c2)OCCO3)nc2n1CCCCC2 (centres undefined),-7,/,8
c1cc(CCNc2ccn3nccc3n2)ccn1,-7,/,1
O=C(O)CN1C(=O)/C(=C\c2cccc(OCc3ccc(Cl)cc3Cl)c2)SC1=S,-3,0,19
CCOC(=O)c1ccc(-n2c(C)cc(/C=N\NC(=O)COc3cccc4cccnc34)c2C)cc1,-8,-7,10
O=S(=O)(N(c1ccccc1)S(=O)(=O)C(F)(F)F)C(F)(F)F,-6,/,-2
O=C(Cn1cnc([N+](=O)[O-])n1)Nc1ccc(Cl)cc1Cl,0,-6,-3
COc1ccc(CC2(CCC(=O)N(C)Cc3ccccc3C(F)(F)F)CCC(=O)N2)c(F)c1 (centres undefined),-7,-12,18
COCc1nc(CN2CCC(O)(c3ccc(C)cn3)CC2)no1,-7,-12,20
Cc1cccnc1CN(C)C(=O)CCc1nc2ccccc2[nH]c1=O,-8,/,9
